High-throughput results deposited in PubChem by National Center for Advancing Translational Sciences (NCATS).
uPA surface inh: cell surface uPA generation inhibition | cell surface uPA generation assay, qHTS | Potency, µM (highest dose often 38.3 µM), for inactives: at the highest dose activity change, negative = inhibition, most hits filed as inhibitors | actives 0.31% (n = 330,000) | AID 540303; active means well fitted inhibition curve with a large enough effect; inconclusive means small, poorly fitted or top-dose-only effect; inactive means no such curve, though single readings can be large or run the other way; tested in mouse RAW 264.7 cells; further: on the % scale 0 is the no-effect control and ±100 the full control effect; nearly all actives have a fitted effect of over 55% in size
VP16 counter: inhibits Gal4-VP16 luciferase reporter, ROR gamma counter-screen. Drosophila S2 Gal4-VP16 UAS-luciferase, luminescence, 20 h. Potency, µM (doses to about 53.6 µM), for inactives: at the top dose activity, negative = inhibition, hits mostly inhibitors. actives 3.5% (n = 310,000);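 further: Gal4-VP16 expression switched on by copper sulfate through the metallothionein promoter; on the % scale 0 is the no-effect control and ±100 the full control effect; nearly all actives have a fitted effect of over 50% in size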
p53 reactivator: restores transcriptional activity of mutant p53. actives 0.063% (n = 320,000). AID 504706. Potency, µM (highest dose often 92.2 µM), for inactives: top-dose activity change, positive = activation, most hits filed as activators. H1299 p53-A138V BP100-luciferase reporter, luminescence, 24 h; further: % of control where 0% means no effect; nearly all actives have a fitted effect of over 45% in size
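p53-null H1299 cells stably carrying temperature-sensitive p53-A138V and a BP100-luciferase reporter were pinned with compounds (4-point, 1:5 series) and held 24 hrs at 37 deg C. Luminescence was read 10 min after detection reagent.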
NPC1 prom act: NPC1 promoter activation; AID 485313; actives 2.4% (n = 320,000); Potency, µM (highest dose often 9.22 µM), for the others: at the highest dose activation, actives largely listed as activators; Huh7 NPC1 promoter luciferase reporter, 24 h;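 further: % of control where 0% means no effect; nearly all actives have a fitted effect of over 60% in size; reporter is driven by a mutant NPC1 promoter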
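In 1536-well qHTS, Huh7 cells harboring an NPC1 promoter–luciferase construct received compound for 24 h; activation was quantified by luminescence following luciferase reagent addition.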
BRCA1 expr up: activators of BRCA1 expression; Potency, µM (series often up to 46.1 µM), inactives show at the top dose activation, usual class: activators; actives 1.1% (n = 380,000); AID 624202; MCF7-BRCA1-FFLuc reporter, luminescence, 48 h; response scale: scaled: vehicle 0%, 10 µM genistein 100%; further: nearly all actives have a fitted effect of over 80% in size; some results filed as inactive show a strong effect at the top dose
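MCF7 cells carrying a BRCA1-firefly luciferase reporter (2000 cells/well, phenol-red free MEM) were attached for 2 h at 37 °C, then given compounds for 48 h. Luminescence was read 15 min after luciferase reagent; activity normalized to genistein (10 microM) and DMSO.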
RORgamma inh: ROR gamma (mouse) transcription inhibition | actives 5.4% (n = 310,000) | Drosophila S2 Gal4-RORgamma UAS-luciferase reporter, 20 h | Potency, µM (titrated, usually from 53.6 µM), inactives show at the highest dose activity change, negative = inhibition, most hits filed as inhibitors | P51450 | AID 2551; further: on the % scale 0 is the no-effect control and ±100 the full control effect; nearly all actives have a fitted effect of over 60% in size
Target sequence (P51450 whole entry, looked up, the tested form may be a part): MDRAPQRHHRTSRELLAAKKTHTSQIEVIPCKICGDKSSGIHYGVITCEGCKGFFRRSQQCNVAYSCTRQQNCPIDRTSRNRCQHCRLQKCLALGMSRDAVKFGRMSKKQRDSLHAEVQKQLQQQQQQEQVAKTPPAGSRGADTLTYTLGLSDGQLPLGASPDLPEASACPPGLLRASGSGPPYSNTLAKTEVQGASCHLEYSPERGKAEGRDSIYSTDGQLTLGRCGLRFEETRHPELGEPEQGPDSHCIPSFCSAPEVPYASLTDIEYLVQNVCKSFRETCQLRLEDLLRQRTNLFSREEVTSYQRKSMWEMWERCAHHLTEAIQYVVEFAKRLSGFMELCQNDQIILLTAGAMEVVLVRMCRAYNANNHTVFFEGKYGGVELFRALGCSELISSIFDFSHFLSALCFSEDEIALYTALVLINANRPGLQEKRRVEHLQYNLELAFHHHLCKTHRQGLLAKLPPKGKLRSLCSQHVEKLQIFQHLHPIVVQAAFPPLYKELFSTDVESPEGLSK
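Luminescence from a UAS-regulated Photinus luciferase reporter in stably transfected Drosophila Schneider cells is measured; decreased signal marks ROR gamma inhibition. Fusion expression is induced by 700 uM copper sulfate for 20 hr.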
FLuc modulator: inhibits or activates purified firefly luciferase, miR-21 counter-screen | actives 6.9% (n = 360,000) | P08659 | Potency, µM (series often up to 57.5 µM), for the others: at the top dose activity change, negative = inhibition, hits mostly inhibitors | purified FLuc, Km substrates, luminescence inhibition;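 further: plate controls were vehicle for no effect and reference inhibitor for full effect; nearly all actives have a fitted effect of over 55% in size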
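Purified P. pyralis luciferase, 10 nM final, with Km-level 10 uM D-luciferin and 10 uM ATP in 50 mM Tris acetate pH 7.5, 10 mM Mg acetate, 0.01% Tween-20, 0.05% BSA; 6-point qHTS titration about 60 µM downward; luminescence read.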
MLL CXXC-DNA inh: inhibitors of human MLL CXXC domain-DNA interaction | Potency, µM (top dose mostly 115 µM), inactives show top-dose activity change, negative = inhibition, hits mostly inhibitors | MLL-CXXC / FITC-HOXA9 DNA fluorescence polarization | Q03164 | actives 0.037% (n = 290,000); active means well fitted inhibition curve with a large enough effect in the polarisation, with a control signal flat, not every such curve was filed as active; inconclusive means small, poorly fitted or top-dose-only effect, or effect the other way, or a change in a side signal; inactive means no such curve, though single readings can be large or run the other way; the % refers to the polarisation
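Fluorescence polarization: 7 uM MLL-CXXC (stock) preincubated 5 min with compounds, then 50 nM fluorescein-HOX-A9 DNA (stock) added; 30 min ambient. Buffer 50 mM Tris-HCl pH 7.5, 50 mM NaCl, 1 mM DTT, 0.05% BSA.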
ELG1 genotox: inducers of genotoxicity in HEK293T ELG1-luciferase cells; actives 1.3% (n = 330,000); HEK293T ELG1-luciferase reporter, luminescence, 16 h; AID 504466; Potency, µM (doses to about 46 µM), for inactives: at the highest dose activity change, positive = activation, actives largely listed as activators; further: % of control where 0% means no effect; nearly all actives have a fitted effect of over 60% in size
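ELG1-luciferase HEK293T cells, 2,000/well; compound pinned in; 16 hr, 37 °C, 5% CO2; ONE-Glo, 30 min RT; luminescence on CCD imager.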
Rab9 promoter act: Rab9 promoter activation | Potency, µM (top dose mostly 9.22 µM), inactives show at the highest dose activation, negative = inhibition, most hits filed as activators | Huh7 Rab9 promoter-luciferase reporter, luminescence, 24 h | AID 485297 | actives 2.8% (n = 320,000); further: % of control where 0% means no effect; nearly all actives have a fitted effect of over 60% in size
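Rab9 promoter-driven luciferase in stably transfected Huh7 cells; 1500 cells/well rested 2 h, exposed to compound in DMSO for 24 h at 37 °C, 5% CO2. Luminescence read 10 min after adding luciferase reagent at ambient temperature.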
MBNL1-CUG inh: blocks human MBNL1 binding to CUG repeat RNA | Q9NR56 | TR-FRET MBNL1-His/biotin-(CUG)12 binding, 665/545 ratio | Potency, µM (titrated, usually from 57.5 µM), inactives show top-dose activity change, negative = inhibition, actives largely listed as inhibitors | actives 0.036% (n = 280,000); active means well fitted inhibition curve with a large enough effect in the signal ratio, with a control signal flat, not every such curve was filed as active; inconclusive means small, poorly fitted or top-dose-only effect, or effect the other way, or a change in a side signal; inactive means no such curve, though single readings can be large or run the other way; the % refers to the signal ratio; further: on the % scale 0 is the no-effect control and ±100 the full control effect
Target sequence (Q9NR56 whole entry, looked up): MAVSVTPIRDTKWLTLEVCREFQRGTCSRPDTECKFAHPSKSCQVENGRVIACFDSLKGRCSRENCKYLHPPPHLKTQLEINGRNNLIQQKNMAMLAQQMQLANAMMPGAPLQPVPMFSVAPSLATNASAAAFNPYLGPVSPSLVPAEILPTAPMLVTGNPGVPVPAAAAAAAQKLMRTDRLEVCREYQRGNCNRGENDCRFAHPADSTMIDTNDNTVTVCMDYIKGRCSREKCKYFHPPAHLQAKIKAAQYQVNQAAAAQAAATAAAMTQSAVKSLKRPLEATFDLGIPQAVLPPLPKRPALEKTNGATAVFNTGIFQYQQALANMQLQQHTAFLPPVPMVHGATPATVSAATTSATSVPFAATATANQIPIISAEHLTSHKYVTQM
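MBNL1-His + Biotin-(CUG)12, cpd titration 92 nM–58 uM; Tb anti-His Ab 0.055 ng/ul, SA-XL665 5 nM (final); 60 min RT; ratiometric 665/545 nm, Ex 340 nm; normalized to buffer and full-complex controls.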
Starred values were filed as active, the others as inactive; ? = inconclusive; . = no result given; [ ] = dose if it differs, or a comment. Unless noted, the call rests on the fitted dose curve; in most records, active means well fitted curve in the direction sought with a large enough effect; inconclusive means small, poorly fitted or top-dose-only effect, or another doubt; inactive means no such curve, though single readings can be large; an effect the other way counts as inactive or inconclusive. Potency means the concentration at half of the fitted maximal effect.

SMILES	uPA surface inh	VP16 counter	p53 reactivator	NPC1 prom act	BRCA1 expr up	RORgamma inh	FLuc modulator	MLL CXXC-DNA inh	ELG1 genotox	Rab9 promoter act	MBNL1-CUG inh
C=CCN1C(=O)/C(=C/c2ccc(OC(C)=O)c(OCC)c2[N+](=O)[O-])SC1=S	-16%	?	6%	-18%	-22%	?	?	-12%	3%	-33%[inhibitor]	?
Cc1ccc(N2C(=O)C3C(C2=O)N2CCCN2C3c2ccccc2)cc1C (stereo not given)	0%	-9%	1%	-2%	-5%	1%	-3%	-3%	1%	-1%	1%
CS(=O)(=O)NCCCCCCNS(C)(=O)=O	-1%	-13%	5%	-3%	0%	-7%	1%	0%	1%	-4%	-11%
N#CCCCCN1CCCC1	-8%	-8%	-1%	-2%	-13%	3%	-2%	7%	0%	-2%	10%
CN(Cc1ccco1)C(=O)CCc1nc2sc3c(c2c(=O)[nH]1)CCCC3	?	.	.	2%	-36%	.	2%	-16%	3%	9%	4%
O=C(O)c1occc1CSc1ccccc1	2%	8%	-2%	2%	0%	-21%	3%	36%[activator]	-3%	-2%	-1%
CCNc1ccc(Br)cc(C(=O)/C=C/c2ccc3c(c2)OCO3)c1=O	2%	-6%	-8%	-3%	-31%	-20%	?	-7%	-3%	-1%	18%
Cc1cc(NS(=O)(=O)c2ccc(NC(=O)CSc3nc4ncccc4[nH]3)cc2)nc(C)n1	-2%	6%	8%	-2%	3%	9%	-4%	3%	4%	0%	-5%
CC1CCN(c2nc3ccc(C(=O)NCCCN4CCCCC4)cc3s2)CC1	?	4%	11%	?	0%	1%	?	4%	?	-40%[inhibitor]	-8%
COc1ccc(OCCC(=O)OCC(=O)Nc2cccc(Br)c2)cc1	1%	-10%	1%	2%	0%	-6%	-6%	4%	0%	-5%	-5%
O=C(COC(=O)Cc1ccc(Br)cc1)NC12CC3CC(CC(C3)C1)C2	3%	-9%	0%	-3%	0%	-2%	-2%	12%	0%	-5%	-3%
Cc1cc(C)c2cc(CN(CCO)C(c3nnnn3Cc3ccc(F)cc3)C(C)C)c(=O)[nH]c2c1 (stereo not given)	.	-14%	0%	1%	.	2%	5%[2.3 µM]	2%	-7%	-4%	16%
CN1CCN(CC(=O)N2c3ccccc3C(C)(c3ccccc3)CC2(C)C)CC1 (stereo not given)	-15%	-3%	-12%	1%	-66%	?	-1%	2%	-4%	-3%	2%
CCCCCC(=O)N=Nc1c(O)[nH]c2ccc([N+](=O)[O-])cc12	0%	-4%	8%	-1%	-6%	-3%	1%	11%	1%	-4%	25%
COc1cccc(C=Nc2cccc3c(=O)[nH][nH]c(=O)c23)c1O	4%	-26%	14%	-3%	-26%	-9%	0.6µM*	-2%	?	0%	11%
O=C(/C=C/c1cccs1)Nc1ccc(Br)cn1	-13%	-7%	?	?	?	-2%	3µM*	-11%	9.2µM*	?	15%
COCCNC(=S)N/N=C/c1ccc(-c2ccc([N+](=O)[O-])cc2)o1	-17%	10µM*	-1%	-1%	-25%	4.5µM*	-1%	11%	-1%	2%	.
CN(C(=O)CSc1nc2cc(C(=O)O)ccc2c(=O)n1Cc1ccccc1)C1CCS(=O)(=O)C1 (stereo not given)	10%	-7%	-1%	-3%	21%	23%	?	-3%	-1%	0%	-1%
COc1ccc(NC(=O)COc2nc(N(C)C)nc(N(C)C)n2)cc1	3%	-1%	-3%	-1%	5%	-19%	1%[2.3 µM]	-1%	1%	-2%	2%
Cc1ccc(C)c(S(=O)(=O)N2CCN(C(C)C(=O)Nc3ccccc3-c3ccccc3)CC2)c1 (stereo not given)	3%	-12%	2%	-4%	-42%	22%	0%	-1%	-6%	-4%	.
CNS(=O)(=O)c1cccc(C(=O)OC2CCOC2=O)c1 (stereo not given)	-2%	13%	8%	1%	-20%	-21%	-1%	3%	0%	2%	1%
CCC1(c2ccc(C)cc2)NC(=O)N(C(C)C(=O)Nc2ccc(N3CCOCC3)cc2)C1=O (stereo not given)	7%	.	-2%	3%	-21%	.	0%	.	2%	3%	.
Cc1nn(CCC(=O)NNC(=S)Nc2cccc(Cl)c2)c(C)c1[N+](=O)[O-]	-1%	4%	4%	-1%	0%	-3%	2%	-5%	3%	-2%	-10%
NC(=O)CN1C(=O)C(O)(CC(=O)c2ccccc2O)c2ccccc21 (stereo not given)	7%	5%	-3%	1%	-20%	-40%	1%	-3%	1%	-3%	31%[activator]
COc1ccc(Cc2nnc(SC(C)C(=O)Nc3ccc(C(N)=O)cc3)o2)cc1 (stereo not given)	?	.	4%	-3%	-2%	.	-2%	.	-9%	-1%	.
COc1ccc(C)cc1NC(=O)CN1CCN(c2ccccn2)CC1	3%	-9%	-1%	-1%	-6%	-28%	-3%	-7%	-4%	2%	0%
Cc1cccc(Nc2cc(=O)[nH]c(=O)[nH]2)c1C	3%	-5%	.	-2%	4%	13%	3%	1%	-1%	-1%	.
O=C(NCCNc1ccnc2cc(Cl)ccc12)c1ccccc1F	-12%	11µM*	.	-25%	-8%	?	-3%	?	-6%	-20%	7%
COc1ccc(/C=N\NS(=O)(=O)c2ccc(Br)cc2)cc1COc1ccccc1[N+](=O)[O-]	-2%	-16%	5%	-2%	-47%	-43%	8%	-2%	0%	-3%	9%
O=C(c1cccc(Br)c1)N1CCCc2ccccc21	?	-1%	18%	-4%	7%	?	-5%	-9%	.	-1%	-2%
O=C(Nc1cnccn1)c1ccc(F)cc1Cl	5%	14%	.	-1%	0%	0%	-3%	-5%	8%	0%	6%
O=C1C=CC(=O)N1c1ccc(O)cc1	-21%	?	-14%	-1%	-39%	13µM*	?	11%	-2%	-3%	-4%
CC(c1ccccc1)C1CC(=O)N(c2ccccc2)C1=O (stereo not given)	0%	8%	6%	4%	6%	-8%	-3%	-4%	0%	-7%	1%
O=C(Nc1cc(Cl)ccc1Cl)c1ccc(-c2ccccc2)cc1	-1%	?	21%	17%	-37%	-10%	-10%	-2%	1%	15%	-11%
O=C(c1ccccc1O)N1N=C(c2ccccc2)CC1(O)C(F)(F)F (stereo not given)	-3%	?	14%	1%	12%	8.9µM*	?	2%	-8%	?	-8%
Cc1cc(OCC(O)CN2CCCC2)cc(C)c1Cl (stereo not given)	-4%	-3%	21%	0%	19%	-14%	1%	20%	-2%	-2%	-2%
CCCCC(CC(O)COCC(C)C)C(=O)NNC(=S)Nc1ccccc1 (stereo not given)	13%	-5%	5%	1%	0%	-21%	1%	1%	-1%	-2%	7%
CCCCN(C)CCNC(=O)c1cc2c(=O)[nH]c3ccccc3c2n1C	-4%	?	-2%	0%	-6%	?	3%	-21%	-7%	-11%	-22%
Cc1cccc2cc3c(NC(=O)C(C)(C)C)nn(CC(C)C)c3nc12	0%	3%	6%	1%	0%	2%	-1%	8%	-7%	-1%	2%
O=C(O)/C(=C\c1ccc(Cl)c([N+](=O)[O-])c1)c1ccc(S(=O)(=O)N2CCCCC2)s1	.	1%	1%	-2%	-3%	22%	?	-21%	0%	-4%	0%

Continued, starting with the last two of the part before.
SMILES	uPA surface inh	VP16 counter	p53 reactivator	NPC1 prom act	BRCA1 expr up	RORgamma inh	FLuc modulator	MLL CXXC-DNA inh	ELG1 genotox	Rab9 promoter act	MBNL1-CUG inh
Cc1cccc2cc3c(NC(=O)C(C)(C)C)nn(CC(C)C)c3nc12	0%	3%	6%	1%	0%	2%	-1%	8%	-7%	-1%	2%
O=C(O)/C(=C\c1ccc(Cl)c([N+](=O)[O-])c1)c1ccc(S(=O)(=O)N2CCCCC2)s1	.	1%	1%	-2%	-3%	22%	?	-21%	0%	-4%	0%
O=C(c1cc2nc(-c3ccc(F)cc3)cc(C(F)(F)F)n2n1)N1CCOCC1	1%	-4%	1%	4%	12%	22%	-4%	9%	5%	?	7%
CC(C)c1ccc(S(=O)(=O)N2CCN(CC(=O)Nc3ccc4c(c3)OCO4)CC2)cc1	8%	8%	3%	-3%	-35%	18%	-2%	2%	-3%	-1%	-7%
Brc1cccc(OCCN2CCCCC2)c1	-6%	13%	3%	-4%	-3%	11%	-2%	6%	-2%	-5%	3%
C=CCNC(=O)c1csc(-c2ccccc2)n1	1%	2%	3%	0%	51%	13%	-2%	-5%	4%	5%	-23%
Cc1nn(C)c(C)c1S(=O)(=O)NC1CCCC1	-6%	-5%	3%	-6%	2%	-2%	0%	-12%	0%	-2%	-7%
Cc1ccc(C(=O)NCCCN2CCOCC2)cc1S(=O)(=O)N1CCCCC1	-18%	.	-8%	-1%	2%	.	-1%	.	3%	-13%	.

Only part of the results is shown; rates above refer to the full screens.
